TPT1 inh = blocks Candida albicans tRNA 2'-phosphotransferase; recombinant caTPT1, FP RNA substrate dephosphorylation; inhibition, % at 5 µM; hit rate 0.81% among 300,000; AID 1962;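 active = inhibition above the mean of all tested compounds plus 3 SD, set per screening campaign, cut at about 24% in these data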;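 note: plate controls were DMSO alone for no effect and ferristatin control at 100 nM for full effect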
procasp3 activ = procaspase-3 (human) activation; hit rate 0.11% among 330,000; recombinant procaspase-3 D3A, Ac-DEVD-pNA absorbance 405 nm; P42574; activation, % at 8.5 µM;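 active = activation above the mean of all tested compounds plus 3 SD, cut at about 21% in these data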;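 note: 0% = DMSO alone and 100% = DMSO wells spiked with extra 5 µM PC-3 D3A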
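material = Procaspase-3 D3A mutant | probe or stimulus = Ac-DEVD-pNA | compound = single dose, 8.5 µM nominal compound, 0.8% DMSO | timing = 1 h preincubation, 2 h reaction | measured by = 405 nm absorbance of p-nitroaniline, reads at 0 and 120 min | benchmarks = DMSO-only low control, 5 µM PC-3 D3A high control | repeats = singlicate, each compound tested once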
core dimer inh = HCV core protein dimerization inhibition; hit rate 0.33% among 300,000; AID 1899; inhibition, % at 5 µM; TR-FRET GST/Flag-core106 dimerization, 1536-well;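 active = inhibition above the mean of all tested compounds plus 3 SD, set per screening campaign, cut at about 45% in these data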
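Assay system: Tagged HCV core106 pair (GST and Flag) | Buffer or medium: KF-containing HEPES buffer, pH 7.45, DTT, CHAPS, BSA | Also added: Eu donor and XL665 acceptor anti-tag antibodies | Dosing: One concentration, 5 µM, in 0.5% DMSO | Timing: 4 h at 22.5 °C | Technique: TR-FRET 671 and 617 nm emission | Repeats: Singlicate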
JMJD2C inh = blocks human GASC-1 demethylase activity. GST-JMJD2C(1-420) H3K9me3 demethylation, DELFIA europium. inhibition, % at 2.35 µM. hit rate 0.069% among 330,000;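 active = more than half of a compound's replicate wells show inhibition beyond 50%, single wells judged on their own value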;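 note: signal counts dimethyl H3K9 product captured on neutravidin plate; 0% = median of DMSO wells and 100% = 0.3 times that DMSO median; strong numbers were not always called active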
Target sequence (Q9H3R0 1-420 limits assumed): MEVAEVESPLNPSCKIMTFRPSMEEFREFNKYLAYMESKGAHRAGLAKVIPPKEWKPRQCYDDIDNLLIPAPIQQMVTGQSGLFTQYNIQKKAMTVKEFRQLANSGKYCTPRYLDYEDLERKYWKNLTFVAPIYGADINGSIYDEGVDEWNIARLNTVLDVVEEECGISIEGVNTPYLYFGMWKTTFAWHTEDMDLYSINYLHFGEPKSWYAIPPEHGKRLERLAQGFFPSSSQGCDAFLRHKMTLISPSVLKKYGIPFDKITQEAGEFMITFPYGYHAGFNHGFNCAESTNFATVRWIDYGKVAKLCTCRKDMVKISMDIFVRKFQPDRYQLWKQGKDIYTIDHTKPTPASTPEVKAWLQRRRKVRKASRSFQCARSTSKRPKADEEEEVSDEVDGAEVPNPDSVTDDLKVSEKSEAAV
proCasp7 act = counter-screen for procaspase-3 activators: activators of human procaspase-7. recombinant procaspase-7, Ac-DEVD-pNA absorbance 405 nm; D23A/D198A/D206A triple mutant, cannot self-cleave; scale: DMSO 0, 5 µM enzyme 100. hit rate 0.093% among 330,000. P55210. activation, % at 8.5 µM;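 active = percent activation above the screen-wide mean plus 3 SD, cut at about 25% in these data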
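buffer or medium = Zinc-free HEPES/NaCl buffer, pH 7.4 | material = Procaspase-7 triple mutant (PC-7 D3A) | input = 2 µM procaspase-7 mutant as dispensed | signal = Epi-absorbance of released pNA at 405 nm, two timepoints | timing = 1 h preincubation, 2 h reaction | replicates = singlicate compound testing | evaluation = % activation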
PP1 inh = PP1-alpha (human) inhibition in PP5 counter-screen | hit rate 0.9% among 320,000 | AID 2235 | purified PP1alpha, OMFP fluorescence | inhibition, % at 6.7 µM;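 active = inhibition above the mean inhibition of all tested compounds plus 3 SD, computed separately for each screening campaign, cut at about 15% in these data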
Efflux pump mplx = blocks antifungal efflux pumps in multiplex yeast assay; S. cerevisiae Candida pump triplex, Nile Red efflux; inhibition, % at 10 µM; hit rate 0.44% among 330,000; AID 485275;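 active = plate passing quality check with inhibition over a set limit, or well fluorescence over plate mean plus 4 SD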;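 note: Nile Red retained in pooled yeast measured as flow cytometry median fluorescence; 0% = buffer negative control and 100% = Enniatin B positive control; higher means more Nile Red kept so more efflux inhibition; some compounds called inactive have numbers as strong as hits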
CTSL1 counter = blocks F. hepatica cathepsin L1 in PFM18AAP counter-screen; recombinant F. hepatica cathepsin L1, Z-Leu-Arg-MCA fluorescence; inhibition, % at 5.96 µM; hit rate 0.49% among 300,000; AID 1906;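 active = inhibition above the mean of all tested compounds plus 3 SD, set per screening campaign, cut at about 17% in these data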;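 note: 0% = plate median of test compound wells and 100% = 1 µM Z-Phe-Ala-diazomethylketone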
PP5 inh = PP5 (human) phosphatase inhibition | inhibition, % at 6.7 µM | hit rate 0.18% among 320,000 | purified PP5c, OMFP substrate fluorescence | P53041;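 active = inhibition above the campaign's mean inhibition across all tested compounds plus 3 SD, cut at about 9.5% in these data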;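 note: 0% = DMSO only and 100% = 100 µM cantharidin control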
Target sequence (P53041 whole entry, looked up): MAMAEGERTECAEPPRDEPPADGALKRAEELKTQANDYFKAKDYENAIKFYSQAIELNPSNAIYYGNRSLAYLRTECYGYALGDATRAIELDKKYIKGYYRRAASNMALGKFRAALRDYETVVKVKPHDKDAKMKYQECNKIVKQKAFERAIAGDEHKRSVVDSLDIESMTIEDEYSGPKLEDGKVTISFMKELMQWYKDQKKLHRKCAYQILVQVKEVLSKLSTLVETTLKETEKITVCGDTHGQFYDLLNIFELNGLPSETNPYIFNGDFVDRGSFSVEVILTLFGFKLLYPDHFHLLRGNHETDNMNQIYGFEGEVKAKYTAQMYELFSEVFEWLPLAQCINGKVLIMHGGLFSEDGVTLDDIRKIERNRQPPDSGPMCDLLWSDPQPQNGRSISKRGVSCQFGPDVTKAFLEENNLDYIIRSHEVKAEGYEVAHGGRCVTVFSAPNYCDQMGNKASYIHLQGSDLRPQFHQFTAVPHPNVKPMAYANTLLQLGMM
An asterisk follows results filed as active; i = inactive; . = no result given; & = joins results of further samples. Rows are unselected, and some 2.9% of all compounds hit somewhere here.

SMILES	TPT1 inh	procasp3 activ	core dimer inh	JMJD2C inh	proCasp7 act	PP1 inh	Efflux pump mplx	CTSL1 counter	PP5 inh
COc1ccc2c(c1)OC1=C(C(=O)CCC1)C2C1=C(O)CCCC1=O (stereo not given)	-5	-5	-2	-4	-14	-4	0.0	0	0.5
Cc1ccc(NC(=S)NNc2ncc(C(F)(F)F)cc2Cl)c(C)c1	4	-4	3	-27	-12	2	-0.1	4	2.3
CCCC[C@@H]1CNCCN1CC1(c2ccccc2)CC1	-5	-4	-3	-9	4	-2	-0.1	-5	-2.3
O=c1[nH]c(=S)[nH]c2c1C(c1cc([N+](=O)[O-])c(N3CCOCC3)cc1N1CCOCC1)O2 (stereo not given)	1	-5	-7	-18	-11	2	-0.3	7	1.9
O=C(c1cccn(Cc2ccc(Cl)c(Cl)c2)c1=O)N1CCOCC1	0	4	-7	-3	12	0	-0.1	0	-1.0
Cc1coc2cc3oc(=O)c(CCC(=O)NCCCN4CCOCC4)c(C)c3cc12	-7	-8	1	-2	7	-3	-0.1	-4	0.2
O=C(COc1ccc2c(c1)OCO2)Nc1nncs1	-12	-11	-13	6	-5	-7	0.2	-3	1.8
CCn1c(SCc2nc3cc(OC)c(OC)cc3c(=O)[nH]2)nnc1-c1ccncc1	0	-2	0	2	1	-4	-0.1	-5	-1.0
O=C(NCCc1nnc2ccc(NCc3ccccc3Cl)nn12)c1ccccc1	1	-5	1	-2	8	-3	-0.1	-1	0.4
Cn1c(CCNC(=O)c2cccs2)nnc1SCC(=O)Nc1nc(-c2ccccc2)cs1	-1	10	2	146&-8	4	-1	0.0	1	-0.8
O=C(C1CCCO1)N1CCN(c2ccccn2)CC1 (stereo not given)	3	3	-1	-23	10	-5	0.0	5	1.5
Cc1cc(C)n(Cc2ccc(C(=O)O)cc2)n1	0	5	-3	.	0	-3	-0.1	-1	0.4
Cc1nnc(N/N=C/c2c(O)n(-c3cccc(C(F)(F)F)c3)c(=O)c3ccccc23)[nH]c1=O	10	-6	-9	0	-1	4	-0.2	2	-0.6
COC(=O)COc1ccc(C2Nc3c(Cl)ccc(C(=O)O)c3C3C=CCC32)cc1 (stereo not given)	-9	7	14	4	-16	0	-0.1	4	-1.5
COCCNC(=S)Nc1ccccc1Cc1ccccc1	-5	-2	3	-9	5	1	-0.1	4	1.6
CC(C)(C)NC(=O)C(c1ccncc1)N(C(=O)c1csnn1)c1cccc2ccccc12 (stereo not given)	-1	-1	-5	3	8	-6	-0.2	1	-0.5
O=C(/C=C/c1ccccc1)Nc1ccc(C(=O)N2CCCCC2)cc1	-3	-1	1	9	7	0	0.2	3	0.4
CCn1c(SCc2c(Cl)cccc2Cl)nc2nc3c(cc2c1=O)CCCC3	1	1	32	10	7	-5	0.4	-1	-1.1
COC(=O)c1cc2sc(Cl)cc2n1CC(=O)N1CCCc2ccccc21	-1	3	15	-2	-3	2	0.1	-2	1.9
Cc1cccc(NC(=O)CCn2nc(C)cc2C)c1	3	-7	-7	6	10	-5	0.2	-2	2.2
COc1cccc(C(=O)Nc2ccc(NC(=O)c3ccco3)nc2)c1	-1	-11	-2	6	-2	1	0.1	6	-1.7
COc1ccccc1C(=O)NCC(=O)N1CC=C(c2ccccc2)CC1	.	-7	.	13	-2	-4	0.0	.	-1.6
CC1(C)Cc2c(sc(NC(=O)COc3ccc(Cl)cc3)c2C(N)=O)C(C)(C)N1	-1	-2	-11	-2	-6	0	0.5	-3	3.9
COc1ccccc1N1CCN(C(=O)c2ccc([N+](=O)[O-])s2)CC1	-1	1	1	6	1	1	0.1	-1	3.2
Cn1c(SCC(=O)c2ccc(F)cc2)nnc1-c1cccnc1	-1	13	0	-10	4	-5	-0.1	0	1.9
Cc1ccc(S(=O)(=O)N2CCC(O)(c3cccnc3)CC2)cc1	-1	-4	5	-16	8	2	0.0	-2	-0.2
O=C1CCCCC1C(O)c1ccc(Cl)cc1 (stereo not given)	82*	-1	-1	29	0	-6	-0.1	0	0.7
CC(C)(C)C(=O)Nc1nc2c(s1)CN(Cc1ccccc1)CC2	10	8	3	-5	0	1	-0.3	4	-0.1
CCCC(=O)NCc1nc2ccccc2n1C	-1	2	-2	-2	1	3	0.1	0	-1.2
Cc1ccc(NC(=O)CCN2C(=O)C3CCCCC3C2=O)c(O)c1 (stereo not given)	2	6	-1	9	-1	2	-0.1	0	-2.0

Full records as entered above:
CC(C)(C)NC(=O)C(c1ccncc1)N(C(=O)c1csnn1)c1cccc2ccccc12 (stereo not given) reads TPT1 inh = -1; procasp3 activ = -1; core dimer inh = -5; JMJD2C inh = 3; proCasp7 act = 8; PP1 inh = -6; Efflux pump mplx = -0.2; CTSL1 counter = 1; PP5 inh = -0.5
COc1cccc(C(=O)Nc2ccc(NC(=O)c3ccco3)nc2)c1 reads TPT1 inh = -1; procasp3 activ = -11; core dimer inh = -2; JMJD2C inh = 6; proCasp7 act = -2; PP1 inh = 1; Efflux pump mplx = 0.1; CTSL1 counter = 6; PP5 inh = -1.7

Additional entries:
SMILES	TPT1 inh	procasp3 activ	core dimer inh	JMJD2C inh	proCasp7 act	PP1 inh	Efflux pump mplx	CTSL1 counter	PP5 inh
O=C(OC1CCOC1=O)c1ccccc1C(=O)c1ccc(Cl)c([N+](=O)[O-])c1 (stereo not given)	.	-2	.	0	-5	1	0.0	.	4.1
Cc1cc(-c2cccnc2)c(C#N)c(SCc2cccc(F)c2)n1	1	1	3	0	0	1	0.2	4	3.2
O=C(CSc1nc2[nH]ncc2c(=O)[nH]1)Nc1cccc(Cl)c1	-5	6	-7	16	1	-3	-0.1	-3	0.7
CC(Oc1ccc(Br)cc1)C(=O)NCc1ccccn1 (stereo not given)	-1	-4	1	-3	9	1	0.0	-1	-1.7
NS(=O)(=O)c1ccc(CCNC(=O)CCCCCn2c(=S)[nH]c3ccc(Br)cc3c2=O)cc1	-1	1	7	3	4	7	0.0	4	-0.8
CCOC(=O)C(C)Sc1nc2c(c(=O)[nH]c(=O)n2C)n1CCc1ccccc1 (stereo not given)	-3	-5	-3	.	-16	5	0.0	3	1.4
Cc1nc2cc3nc(C)sc3cc2s1	1	-6	-10	-4	-10	-2	-0.1	0	0.3
CCN(C(=O)Cc1c(C(=O)O)[nH]c2ccccc12)c1ccc(OC)cc1	-2	-4	-11	6	-8	0	-0.1	3	-1.9
Cc1oc2ccc(NS(=O)(=O)c3cccc4cccnc34)cc2c1C(=O)OC(C)C	2	-9	4	-12	-2	-5	3.8	-2	6.1
CCC1C(=O)N=C(SCC(=O)Nc2nc3ccccc3s2)NC1=O (stereo not given)	-3	5	0	-1	2	-4	0.0	-3	0.2
Cc1ccccc1OCC(=O)Nc1nnc(-c2ccncc2)s1	-2	5	2	-9	4	-1	-0.1	-1	1.9
Cc1cc(=O)[nH]c(SCC(=O)N2C(C)CCCC2C)n1 (stereo not given)	-4	7	5	0	-5	1	0.0	-3	1.8
N#Cc1ccc(/C=C(\C(=O)C(=O)O)c2ccc3ccccc3n2)cc1	24	6	3	5	-4	-2	-0.1	0	-2.3
COCCN(C(=O)CCC(=O)Nc1cc(C)on1)C(C(=O)NC(C)(C)C)c1ccccc1Cl (stereo not given)	1	6	-2	-6	9	14	0.0	-2	3.6
CC(=O)c1c(N2CCN(Cc3ccc4c(c3)OCO4)CC2)nc(=S)n(-c2ccccc2)c1C	4	-4	2	-10	-4	-2	0.0	0	2.1
O=C(Cc1ccccc1)CC1(O)C(=O)Nc2ccccc21 (stereo not given)	1	-4	2	-3	5	0	-0.1	3	0.8
Cc1ccc(NC(=O)Cn2nc(C(=O)O)c3ccccc3c2=O)cc1S(=O)(=O)N1CCOCC1	.	10	.	7	-6	0	0.0	.	3.4
O=C(CSc1nnc(NC(=O)C2CCC2)s1)Nc1ccccc1F	-3	6	2	6	10	1	0.1	0	1.3
Cc1ccnc(SCC(=O)NC2CCCCCC2)n1	0	-3	-6	2	7	-3	0.3	1	-0.1
CCN(CC)CCCN1C(=O)C(O)=C(C(=O)c2sc(C)nc2C)C1c1ccco1 (stereo not given)	-1	3	-2	13	-20	2	-0.1	4	2.6
Cc1cccc(N(C)S(=O)(=O)c2c(C)[nH]c(C)c2C(=O)N2CCCC2)c1	-6	0	-8	-19	1	-2	0.0	2	-0.1
O=C(CN1c2ccccc2Sc2ccccc21)NNC(=O)Nc1ccc(Cl)cc1	0	-2	6	9	3	-1	-0.1	7	-1.4
Nc1ccc(C#Cc2c(-c3ccsc3)oc3ccc(N4CCOCC4)cc23)cc1	1	9	-6	8	6	0	-0.1	3	3.5
Cc1ccc2c(c1)c1c(n2CC(O)CN2CCCCC2C)CCCC1 (stereo not given)	-4	5	-4	4	1	-3	-0.1	-5	-1.0
NS(=O)(=O)c1ccc2nc(NC(=O)c3ccncc3)sc2c1	6	-6	-5	-31	8	-6	0.4	-2	1.0
CCc1ccc(-c2c(C)sc(NC(=O)C3CCC3)c2C#N)cc1	4	-1	20	1	1	-3	0.2	3	0.0
O=C(c1ccc(N2CCNCC2)cc1)c1cccnc1	1	2	1	-1	-4	4	0.0	0	4.0
O=C(NCc1ccccn1)c1ccc(OC2CCN(Cc3cccs3)CC2)cc1	-4	1	0	46	4	0	0.0	-2	0.0
Cc1cc(C(=O)Nc2c(F)cc(F)cc2Br)n(-c2ccccc2)n1	-4	-5	2	-1	7	0	0.1	1	-0.9
O=C(CSc1nc2cc(Cl)ccc2s1)NCC1CCCO1 (stereo not given)	.	-6	.	3	-1	.	-0.1	.	.
COc1ccccc1CNC(=O)CNC(=O)c1sc2ccccc2c1Cl	-1	-1	-15	-27	-2	2	-0.2	1	1.7
Cc1cnc(C(=O)OC(C)C(=O)NC2CCCc3ccccc32)cn1 (stereo not given)	2	4	-3	1	9	-5	0.1	-12	2.1
COc1cc([N+](=O)[O-])cc([N+](=O)[O-])c1NC(=O)N1CCOCC1	-2	-10	-9	-9	-8	1	0.0	0	2.7
Cc1ccc(S(=O)(=O)n2nc(OC(=O)c3cccs3)cc2N)cc1	-6	-24	9	-2	-24	-1	-0.1	-37	-0.7
O=C(O)C1CCCN1S(=O)(=O)c1ccc(Br)s1 (stereo not given) (tested in a mixture with another compound)	1	-5	-1	-25	3	-1	0.0	-2	-0.5
Cc1nc(COc2cccc(Cl)c2)sc1C(=O)/C=C/N(C)C	2	-5	1	-1	-4	-4	0.1	1	1.2
CCOC(=O)c1cc(C(=O)c2cc(F)ccc2O)coc1=N	1	-2	-8	0	2	-4	0.0	-4	4.2
Cc1ccc(C)c(N2CCN(S(=O)(=O)c3ccc4[nH]c(=O)ccc4c3)CC2)c1	-2	8	46*	i	8	12	0.0	-3	1.2

Source: PubChem BioAssay (several laboratories)
